Screens from PubChem BioAssay.
CXCR6 block: blocks human CXCR6 beta-arrestin recruitment; CHO-K1 PathHunter CXCR6 beta-arrestin, luminescence; inhibition, % at 20 µM; 0.36% of 360,000 active; in the data active means inhibition above about 34%, passing the limit was not always enough;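 further: antagonist mode with CXCL16 agonist at 10 nM final; 0% = 10 nM CXCL16 with DMSO and 100% = unstimulated wells without agonist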
Mdm2-MdmX inh: disrupts the human Mdm2-MdmX interaction; 3% of 330,000 active; SaOS-2 split-luciferase Mdm2/MdmX complementation, luminescence; inhibition, % at 8 µM;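 active means inhibition of at least 50% at 8 µM in the primary screen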
Jurkat NFkB inh: lowers PMA/ionomycin-induced NF-kB signal in Jurkat cells. PMA/ionomycin-induced NF-kB luciferase reporter, luminescence. 0.53% of 330,000 active. inhibition, % at 4 µM. AID 435003; in the data active means inhibition above about 50%
XBP1 UPR activ: adaptive UPR (XBP1) activation; 0.33% of 330,000 active; CHO-XBP1 luciferase reporter, IRE1-XBP1 UPR activation, luminescence; percent of tunicamycin response, DMSO as zero; activation, % at 20 µM;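 active means versus positive control, 20 µM dose yields 30% or more activation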;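 further: 100% = tunicamycin at 10 µg/mL and 0% = DMSO only wells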
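Material: CHO-XBP1 cells stably carrying IRE1-XBP1-driven luciferase reporter | Medium: F12 with 10% serum | Compound dosing: 20 µM single concentration, DMSO 1% | Incubation: Overnight seeding at 37 °C, 6 h compound treatment at 37 °C | Detection: Steady-Glo luminescence read | Read-out basis: % activation of reporter signal versus tunicamycin and DMSO controls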
CCR6 antag: blocks CCL20-driven beta-arrestin recruitment at human CCR6 | AID 493098 | inhibition, % at 20 µM | P51684 | 0.49% of 340,000 active | CHO-K1 CCR6 PathHunter beta-arrestin, luminescence, CCL20-stimulated;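 active means compounds whose inhibition of the agonist-driven luminescence signal at 20 µM reaches about 50%, limit read from the data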;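 further: cells stimulated with CCL20 at 14 nM final; plate controls were DMSO with CCL20 for no effect and DMSO without agonist for full effect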
Target sequence (P51684 whole entry, looked up): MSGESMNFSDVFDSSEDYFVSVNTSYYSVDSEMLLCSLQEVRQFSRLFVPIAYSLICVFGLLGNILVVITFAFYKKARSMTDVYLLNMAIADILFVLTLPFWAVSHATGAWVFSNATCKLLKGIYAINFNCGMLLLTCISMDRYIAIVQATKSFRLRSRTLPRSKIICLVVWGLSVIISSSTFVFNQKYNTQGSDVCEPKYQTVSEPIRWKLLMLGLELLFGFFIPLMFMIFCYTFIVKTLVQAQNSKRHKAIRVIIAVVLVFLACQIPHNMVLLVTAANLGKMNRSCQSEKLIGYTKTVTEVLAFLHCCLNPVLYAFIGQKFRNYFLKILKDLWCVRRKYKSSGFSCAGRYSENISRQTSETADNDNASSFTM
697 NFkB inh: inhibitors of the PMA/ionomycin-induced NF-kB reporter in 697 B cells; 697 B-cell NF-kB luciferase reporter, 16 h; inhibition, % at 4 µM; 0.33% of 330,000 active; in the data active means inhibition above about 35%
Gli-Sufu antag: Gli-Sufu pathway antagonism. inhibition, % at 5 µM. 0.74% of 340,000 active. Sufu-KO-LIGHT fibroblasts, Gli luciferase reporter luminescence;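 active means inhibition above about 55%, limit read from the data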;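 further: 0% = DMSO-treated cells and 100% = wells with medium but no cells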
UPR CHOP act: activators of apoptotic arm of unfolded protein response (CHOP); activation, % at 10 µM; CHO-CHOP luciferase reporter, UPR activation, luminescence; percent of tunicamycin response over DMSO baseline; 0.34% of 330,000 active;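 active means at 10 µM dose, activation of 40% or more, normalized to positive control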;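 further: 100% = tunicamycin at 10 µg/mL and 0% = DMSO alone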
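Assay system: CHO cells with stable CHOP pathway luciferase reporter; Buffer or medium: F12 plus 10% serum; Times: 16-18 h cell attachment, then 6 h compound exposure, 37 °C; Signal: luciferase luminescence; Read-out basis: percent activation relative to tunicamycin control; Control set: tunicamycin high control, DMSO low control.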
EBI2 antag: blocks human EBI2 receptor beta-arrestin signaling | P32249 | EBI2 beta-arrestin recruitment, luminescence, 7a,25-OHC stimulated | inhibition, % at 5 µM | 0.81% of 360,000 active | AID 651636; in the data active means inhibition above about 38%;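 further: enzyme fragment complementation signal reports receptor beta-arrestin coupling in cells; 0% = agonist plus DMSO wells and 100% = wells without agonist; some results beyond the cut were filed as inactive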
Target sequence (P32249 whole entry, looked up, the tested form may be a part): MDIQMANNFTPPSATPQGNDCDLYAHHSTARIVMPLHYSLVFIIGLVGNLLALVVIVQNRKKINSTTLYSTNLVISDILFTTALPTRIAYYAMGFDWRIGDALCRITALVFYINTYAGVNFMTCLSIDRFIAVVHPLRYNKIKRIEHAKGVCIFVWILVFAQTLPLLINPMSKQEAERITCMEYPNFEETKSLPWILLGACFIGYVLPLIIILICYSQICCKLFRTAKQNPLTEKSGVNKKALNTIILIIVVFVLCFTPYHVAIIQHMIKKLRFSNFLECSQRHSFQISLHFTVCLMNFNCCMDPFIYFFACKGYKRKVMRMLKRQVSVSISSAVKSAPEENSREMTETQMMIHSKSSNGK
* hit, by the source's call; / = not tested or not shown.

A first look:
The line under a structure holds: CXCR6 block	Mdm2-MdmX inh	Jurkat NFkB inh	XBP1 UPR activ	CCR6 antag	697 NFkB inh	Gli-Sufu antag	UPR CHOP act	EBI2 antag
- CN(C)S(=O)(=O)c1ccc(NC(=O)COC(=O)C2CC3CCCC(C2)C3=O)cc1 (stereo unspecified)
→ 0.5	-3.7	-0.6	-2.1	8.9	-15.7	-28.2	0.6	1.3
- CCC(C)[C@H](NC(=O)Nc1cccc(Cl)c1)C(=O)O (stereo partly specified)
→ 10.4	1.8	-6.3	-2.5	-5.5	4.3	-13.5	-2.5	10.9

All compounds of this part (from the top)
The line under a structure holds: CXCR6 block	Mdm2-MdmX inh	Jurkat NFkB inh	XBP1 UPR activ	CCR6 antag	697 NFkB inh	Gli-Sufu antag	UPR CHOP act	EBI2 antag
- CN(C)S(=O)(=O)c1ccc(NC(=O)COC(=O)C2CC3CCCC(C2)C3=O)cc1 (stereo unspecified)
→ 0.5	-3.7	-0.6	-2.1	8.9	-15.7	-28.2	0.6	1.3
- CCC(C)[C@H](NC(=O)Nc1cccc(Cl)c1)C(=O)O (stereo partly specified)
→ 10.4	1.8	-6.3	-2.5	-5.5	4.3	-13.5	-2.5	10.9
- CC(C)OC(=O)c1ccc(NC(=O)C2C3CC4OC(=O)C2C4C3)cc1 (stereo unspecified)
→ -1.1	-16.9	-75.7	0.7	-6.0	-87.3	-45.0	6.0	2.1
- O=C(Nc1ccc(Cc2ccncc2)cc1)c1ccco1
→ -16.6	-7.8	-15.4	-0.5	3.5	-22.5	2.2	-0.6	-5.5
- CC(=O)N1CCN(CC(=O)NC(=O)Nc2ccc3c(c2)OCCO3)CC1
→ -0.5	-2.0	-2.7	1.2	-6.7	11.0	-4.6	-1.5	5.2
- O=C(CSc1nnc(-c2cccnc2)n1-c1ccccc1)Nc1ccccc1
→ 8.7	50.2*	-28.9	7.9	10.6	-23.8	-9.5	1.2	-0.9
- CC(C)N(C(=O)[C@H]1CC(CC(=O)NCc2cccc(C(F)(F)F)c2)C(=O)N2CCc3c([nH]c4ccccc34)[C@]12C)C(C)C (stereo partly specified)
→ 14.0	63.8*	8.2	24.1	2.5	5.7	2.6	5.6	18.4
- O=C(O)C1Nc2c(Cl)cc(Cl)cc2C2C=CCC12 (stereo unspecified)
→ 3.8	/	/	/	6.7	/	5.2	/	7.6
- COc1ccc(C2=NO[C@@H]3[C@@H]4C[C@@H]([C@H]5C(=O)N(C)C(=O)[C@@H]45)[C@H]23)cc1
→ 1.3	-3.2	-2.3	-2.4	3.8	-38.8	-5.9	1.8	-7.7
- CCCCn1c(=O)[nH]c(=O)c2c1nc(-c1cc(Br)ccc1OC)n2C
→ -2.7	10.6	8.3	-5.1	13.1	7.0	12.6	-1.3	-10.0
- O=C(Nc1ccc2c(c1)OCO2)c1ccc(N2C(=O)c3ccccc3C2=O)cc1
→ -2.8	8.2	-15.8	0.4	0.7	-7.1	-33.6	1.0	1.7
- N#CCSc1ncnc2ccccc12
→ 2.1	16.6	3.5	2.3	0.9	26.3	1.8	0.0	-53.5
- C/C(=N\NC(=O)c1cc2c(s1)CCC(C)C2)c1ccc[nH]1 (stereo unspecified)
→ 2.1	-105.1	-107.0	0.0	5.7	-72.1	-74.6	1.8	3.8
- CN(C(=S)Nc1cccnc1)c1ccc(O)cc1
→ -12.3	/	/	/	8.2	/	3.6	/	-12.2
- CC(C)CNC(=O)COC(=O)c1ccc(Cl)c(S(=O)(=O)N2CCc3ccccc32)c1
→ 8.6	-6.2	-4.6	-1.7	14.0	11.2	-6.6	0.5	12.0
- C=C(Br)Cn1c(CC(C)C)nc2ccccc21
→ 3.0	-0.4	-20.5	11.1	6.9	-36.9	-6.5	-2.5	0.0
- COc1ccccc1C(=O)NC(CCSC)C(=O)NNC(=O)C(C)Oc1ccccc1F (stereo unspecified)
→ 0.7	17.0	6.4	0.7	13.6	12.5	0.6	-0.6	-3.5
- CC(C)=CCNc1ncnc2c1c(C#N)cn2C1OC(CO)C(O)C1O (stereo unspecified)
→ -4.7	/	/	/	6.7	/	22.1	/	-15.1
- COC(=O)c1sccc1-c1ccc(C(=O)Nc2cccc(Cl)c2)o1
→ -3.4	-41.7	-63.3	5.5	5.7	-33.1	1.1	3.2	12.8
- Cc1ccc(C(c2nnnn2CC2CCCO2)N2CCN(C(=O)c3ccco3)CC2)cc1 (stereo unspecified)
→ 6.7	9.6	-6.0	-2.3	10.2	7.1	0.8	0.4	-7.3
- Cc1cc(C(F)(F)F)nn1CC(=O)NCc1cccs1
→ 6.0	-16.1	-19.8	1.6	6.5	1.4	-12.6	-2.4	-16.9
- Cc1c(C(=O)O)oc2ccc(S(=O)(=O)NCc3ccc4c(c3)OCO4)cc12
→ -1.4	-15.8	-5.4	0.5	1.3	-1.2	-16.1	-0.4	3.9
- CCOC(=O)N1CCN(C(=O)CCCCCn2c(=S)[nH]c3ccsc3c2=O)CC1
→ 1.7	-12.7	-5.4	-0.3	-10.7	13.7	68.8*	-1.3	-4.1
- Cc1ccc(-c2cc(N)n(-c3ccc(F)cc3)n2)cc1
→ -4.3	-61.4	-69.0	5.6	-0.6	-97.0	-51.8	6.6	3.2
- CC1CCN(C(=O)NC(=O)c2ccccc2)CC1
→ -0.4	18.7	10.0	-6.6	4.6	21.8	3.9	-0.2	-28.5
- CCCSc1nnc(CSc2ncccn2)n1C
→ 0.4	14.6	9.8	-1.0	-12.3	13.9	-1.0	-1.2	-1.7
- COc1ccc(N=Cc2ccc(N(CCC#N)CCC#N)cc2)cc1
→ -1.9	/	/	/	10.7	/	3.1	/	11.1
- O=C(CCN1CCCCC1)Nc1cccc(Br)c1
→ 7.9	18.2	10.2	0.4	9.7	1.2	5.4	0.0	-1.5
- O=C(CSc1nc2c(c(=O)n1-c1ccc(Cl)cc1)SCC2)NCc1ccco1
→ 1.3	22.4	6.3	-1.8	-1.2	-1.9	10.9	3.0	3.8
- COC(=O)CN1C(=O)C(O)(CC(=O)c2ccc(C)cc2)c2cc(Br)ccc21 (stereo unspecified)
→ -5.8	6.3	-8.9	-2.2	1.3	5.3	31.5	1.9	-8.5

Other entries:
The line under a structure holds: CXCR6 block	Mdm2-MdmX inh	Jurkat NFkB inh	XBP1 UPR activ	CCR6 antag	697 NFkB inh	Gli-Sufu antag	UPR CHOP act	EBI2 antag
- C/C(=N\Nc1ccccn1)c1ccc(S(=O)(=O)NCc2ccco2)cc1
→ 1.8	7.8	-16.5	2.0	9.6	-22.3	6.2	0.6	-0.5
- Cn1c(=O)c2c(nc(Cc3ccc(N)cc3)n2C)n(C)c1=O
→ -1.4	14.0	-8.5	1.0	-6.3	-4.1	-2.6	1.5	2.8
- O=C(CSc1nnc(-c2ccco2)n1Cc1ccccc1)NC(=O)NCc1ccccc1
→ 0.5	-9.2	-21.9	0.1	24.9	-57.5	5.8	-0.8	6.7
- CCC(Sc1ncccc1Nc1ccccn1)C(=O)O (stereo unspecified)
→ 1.9	-10.7	5.9	-1.8	0.5	17.9	2.0	-1.5	-0.3
- CCC(Oc1ccc(C)cc1)C(=O)Nc1ccc(S(=O)(=O)Nc2nccs2)cc1 (stereo unspecified)
→ 9.4	0.5	-10.2	-0.4	8.4	-14.8	-5.9	0.2	-10.0
- O=C(Nc1ccncc1)c1ccccc1[N+](=O)[O-]
→ -6.4	7.5	2.6	9.8	-7.6	-15.7	-19.2	0.1	-8.3
- CCn1c(COc2ccccc2)nnc1SCC(=O)c1cccc([N+](=O)[O-])c1
→ 1.3	-21.6	-2.4	-7.1	-10.8	12.3	-2.0	1.0	10.8
- O=C(Nc1cc(C(F)(F)F)ccc1N1CCOCC1)C1=NN(c2ccccc2)C(=O)CC1
→ -4.5	22.0	6.5	-0.5	12.5	-31.5	19.9	1.3	16.3
- Clc1ccc(-n2nnnc2-c2cnc(-c3ccncc3)nc2-c2cccs2)cc1
→ 4.4	39.8	9.6	-0.9	22.6	-4.6	11.4	0.4	27.4
- CC1CCN(C(=O)CNC(=O)c2ccc(Cl)cc2Cl)CC1
→ -3.9	-33.5	-14.7	1.2	11.8	-42.8	-41.0	2.0	-10.7
- CCOC(=O)c1cnc2ccc(F)cc2c1Nc1ccc2c(c1)OCCO2
→ 2.8	-27.2	20.8	-2.5	22.8	-22.7	3.4	-0.3	-2.0
- CN(C)S(=O)(=O)c1ccc(N2CCCC2)c(C(=O)N2CCN(S(=O)(=O)c3ccc(F)c(F)c3)CC2)c1
→ 0.8	/	/	/	7.0	/	5.5	/	-5.2
- COc1ccc(CO[C@@H]2O[C@H](CO)[C@@H](O)[C@H](O)[C@H]2NC(C)=O)cc1OC
→ -2.5	2.1	-7.1	-1.2	8.6	2.0	-3.4	-0.2	-4.3
- CC1(C)Cc2ccccc2-c2nnc(SCc3ccccc3)n21
→ 7.1	17.4	-1.1	4.2	19.1	-2.6	-18.6	1.9	11.5
- CN(CC(=O)Nc1cccc(F)c1)C(=O)c1ccccc1OCC(=O)Nc1cccc(C(F)(F)F)c1
→ -17.9	5.9	3.9	-1.8	-0.3	14.0	37.8	1.4	13.3
- CCc1cc2c(=O)c(-c3ccc(F)cc3)c(C)oc2cc1OCC(=O)O
→ 4.8	4.3	6.0	1.0	-7.8	5.6	2.6	1.4	3.1
- CC(=O)c1ccc(NC(=O)COC(=O)c2c3c(nc4ccccc24)/C(=C\c2cccs2)CCC3)cc1
→ -1.8	65.9*	12.4	-4.3	14.3	1.7	12.1	5.4	2.9
- CCCN1CCN(CCCNC(=O)c2ccc(CS(=O)c3ccc(OC)cc3)o2)CC1 (stereo unspecified)
→ -4.0	22.1	1.5	-2.5	-1.0	3.4	-8.6	-0.1	-5.9
- O=C(NCc1ccco1)c1cc(=O)c2ccccc2o1
→ 15.9	-29.6	3.0	-0.5	4.3	-5.0	-1.5	-0.8	-0.9
- O=C(Nc1cccc2c1[nH]c1ccccc12)C(F)(F)F
→ -9.3	17.7	13.9	-1.1	9.8	-47.9	21.0	-1.4	3.4
- O=C(NC1(C(=O)O)CCCC1)C(Cl)Cl
→ -1.3	/	/	/	0.4	/	5.8	/	8.0
- O=C(COC(=O)CNC(=O)C1CCCCC1)Nc1ccc(Cl)cc1F
→ -3.7	-16.3	10.3	-0.5	-3.1	-15.7	36.1	-1.7	1.0
